Bioassay records as filed in PubChem.
Hep lipid drop: hepatic lipid droplet formation modulation | AML12 mouse hepatocytes, oleate lipid droplets, BODIPY imaging | inhibition, % at 6.5 µM | actives 0.4% (n = 240,000);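 active = lipid droplet intensity inhibited by at least 50%, with more than 500 cells counted; inconclusive = wells with under 300 cells, treated as cytotoxic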
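material = mouse AML12 hepatocyte cell line, fixed after treatment | also added = 100 µM oleic acid challenge | doses = compound at 6.5 µM only | schedule = overnight exposure | technique = Image-based BODIPY and DAPI two-channel analysis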
UTI89 phage lysis: protection from phage-mediated lysis, alamar blue read-out – E. coli UTI89, K1F phage, bacterial capsule biogenesis inhibitors (AID 488966); inhibition, % at 100 µM; hits with a dose series show IC50 in µM; actives 0.02% (n = 340,000); E. coli UTI89 K1F phage lysis, alamar blue, 2 h; higher % means a stronger effect;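 active = phage lysis inhibition, versus mean bacterial control, above a set limit; inconclusive = no clear call, values can overlap the other calls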;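 note: capsule biogenesis inhibitors block K1F phage lysis so surviving cells raise fluorescence; higher fluorescence means more inhibition of phage lysis; actives were called in the ten point dose series up to 300 µM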
M1AAP inhibition: P. falciparum M1AAP inhibitors, biochemical, fluorogenic H-Leu-NHMec substrate, 1536-well (AID 1445). actives 0.42% (n = 220,000). one-dose inhibition, % at 30 µM; IC50 in µM for titrated hits. recombinant M1AAP, H-Leu-NHMec fluorogenic kinetic assay; higher % means a stronger effect;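 active = primary inhibition above the hit cutoff, then over 50% inhibition at one or more dose response concentrations, cut at about 23% in these data, passing the limit was not always enough; inconclusive = conflicting primary data, or primary hits not chosen for dose response; inactive = low primary inhibition, or under 50% at every dose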;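 note: plate controls were DMSO full reaction for no effect and no enzyme background for full effect; strong numbers were not always called active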
Myeloid diff MLP: promotes myeloid progenitor differentiation | ER-HoxA9 myeloid progenitors, lysozyme-GFP differentiation, flow cytometry | calls only at 10 µM | actives 1% (n = 360,000);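 active = normalized GFP-positive differentiation at or above the plate's own cutoff, the solvent-only control mean plus 3 SD; inconclusive = no clear call, values can overlap the other calls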;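 note: cells exposed to compound for four days before flow analysis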
Hep lipid drop cells 6.5 µM: second read-out of Hep lipid drop, no call of its own (marks repeat the call); cell count; measured here: cell count, cytotoxicity flag;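 cells counted across two imaged fields per well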
Myeloid diff MLP GFP+ MAC1+ %: further read-out of Myeloid diff MLP, marked with its call; GFP+ MAC1+ double positive, %; measured here: differentiation confirmed by MAC1 staining
The depositor's hits bear a star; i = inactive; ? = inconclusive; · = no result given; + = active, no number; [ ] = another dose, or the depositor's remark. An excerpt, so the mix of outcomes need not match the whole.

Assay codes: A = Hep lipid drop; B = Hep lipid drop cells 6.5 µM; C = UTI89 phage lysis; D = M1AAP inhibition; E = Myeloid diff MLP; F = Myeloid diff MLP GFP+ MAC1+ %
> CCN1C[C@]2(C)CC[C@H](O)[C@]34C1[C@H](C[C@H]23)[C@@]1(O)C[C@H](OC)[C@H]2C[C@@H]4[C@@H]1C2O (some centres not stated)
  A: · | B: · | C: -1.2% | D: · | E: i | F: 1.0

> CC(C)C(NC(=O)C(C(C)C)N(C)C)C(=O)N(C)C(C(=O)N1CCCC1C(=O)N1CCCC1C(=O)NCc1ccccc1)C(C)C (configuration not stated)
  A: · | B: · | C: 0.6% | D: · | E: ? | F: ·

> CC1=CC(O)C(O)C2(C)C1CC1OC(=O)CC3C(C)C(O)C(=O)C2C13CO (configuration not stated)
  A: · | B: · | C: -0.4% | D: · | E: i | F: 0.8

> CN(C)c1ccc(C=C2C(=O)NC(=S)NC2=O)cc1
  A: · | B: · | C: -3.1% | D: · | E: i | F: 0.6

> COC(=O)C1=C(c2ccccc2OCc2ccccc2)C[C@@H]2CC[C@H]1N2C(=O)NCCc1ccc(F)cc1
  A: · | B: · | C: -0.9% | D: · | E: i | F: 2.7

> COC(=O)C1=C(c2c(C)noc2C)C[C@@H]2CC[C@H]1N2C(=O)NCc1ccco1
  A: · | B: · | C: 2.8% | D: · | E: i | F: 0.3

> ClC(Cl)(Cl)c1ccccc1
  A: · | B: · | C: 0.4% | D: · | E: i | F: 2.6

> COC(=O)C1=C(c2ccc(C(C)=O)cc2)C[C@@H]2CC[C@H]1N2C(=O)NCCO
  A: · | B: · | C: 0.8% | D: · | E: i | F: 0.8

> O=[N+]([O-])c1[nH]cnc1Br
  A: · | B: · | C: 3.3% | D: · | E: i | F: 0.8

> c1cc2c(cc1[C@H]1OC[C@H]3[C@@H]1CO[C@H]3c1ccc3c(c1)OCO3)OCO2
  A: · | B: · | C: 3.8% | D: · | E: i | F: 1.3

> CN=C1CN(O)C(c2ccccc2)c2cc(Cl)ccc2N1 (configuration not stated)
  A: · | B: · | C: -1.9% | D: · | E: i | F: 1.0

> COC(=O)C1=C(c2ccc(-c3ccccc3)c(F)c2)C[C@@H]2CC[C@H]1N2C(=O)NCc1cccc2ccccc12
  A: · | B: · | C: 1.0% | D: · | E: i | F: 1.7

> Cn1c(O)c(C2=NNC(c3ccc(Cl)cc3)C2)c(=O)n(C)c1=O (configuration not stated)
  A: · | B: · | C: -0.9% | D: 18% | E: i | F: 0.5

> CN1CCN2c3ccccc3CC3(C(=O)N(C)C(=O)N(C)C3=O)C2C1 (configuration not stated)
  A: · | B: · | C: 0.2% | D: -1% | E: i | F: 0.4

> O=C(O)Cn1cc(C=C2C(=O)NC(=O)NC2=O)c2ccccc21
  A: 4 | B: 806 | C: 0.3% | D: · | E: i | F: 1.2

> COc1ccccc1N1CCN(Cc2ccc(Br)cc2)CC1
  A: -5 | B: 771 | C: 0.4% | D: · | E: i | F: 0.7

> NP(=O)(OCCCc1ccccc1)Oc1ccccc1 (configuration not stated)
  A: -20 | B: 817 | C: 2.0% | D: · | E: i | F: 0.6

> CCCCCn1c(=O)c(C(=O)Nc2cc(C)ccn2)c(O)c2ccccc21
  A: -1 | B: 780 | C: 0.4% | D: · | E: + | F: 3.8*

> c1cc(CNCCc2ccc3c(c2)OCO3)ccn1
  A: 6 | B: 794 | C: -0.3% | D: · | E: i | F: 0.3

> CCCCCCn1c(=O)c(C(=O)Nc2ncccc2O)c(O)c2ccccc21
  A: 20 | B: 818 | C: 0.3% | D: · | E: i | F: 0.6

> CC(C)c1ccc(NC(=O)N2C[C@H]3C[C@@H](C2)c2cccc(=O)n2C3)cc1
  A: -6 | B: 837 | C: 6.6% | D: · | E: i | F: 1.0

> CN1CCN(Cc2c(F)cccc2Cl)CC1
  A: -3 | B: 797 | C: -2.2% | D: · | E: i | F: 0.4

> O=C(CN1CCOCC1)c1ccc(Br)cc1
  A: -3 | B: 661 | C: 0.5% | D: · | E: i | F: 0.6

> COc1ccc(-c2cc(C(=O)N3CCC4(CC3)OCCO4)c3ccccc3n2)cc1
  A: 18 | B: 740 | C: 0.3% | D: · | E: i | F: 2.4

> COc1cc(C(=O)N2C[C@H]3C[C@@H](C2)c2cccc(=O)n2C3)cc(OC)c1OC
  A: 18 | B: 780 | C: 5.1% | D: · | E: i | F: 3.1

Five structures already listed, sorted by molecular weight, rising.
Assay codes: A = Hep lipid drop; B = Hep lipid drop cells 6.5 µM; C = UTI89 phage lysis; D = M1AAP inhibition; E = Myeloid diff MLP; F = Myeloid diff MLP GFP+ MAC1+ %
> CN1CCN(Cc2c(F)cccc2Cl)CC1
  A: -3 | B: 797 | C: -2.2% | D: · | E: i | F: 0.4

> O=C(O)Cn1cc(C=C2C(=O)NC(=O)NC2=O)c2ccccc21
  A: 4 | B: 806 | C: 0.3% | D: · | E: i | F: 1.2

> Cn1c(O)c(C2=NNC(c3ccc(Cl)cc3)C2)c(=O)n(C)c1=O (configuration not stated)
  A: · | B: · | C: -0.9% | D: 18% | E: i | F: 0.5

> CCN1C[C@]2(C)CC[C@H](O)[C@]34C1[C@H](C[C@H]23)[C@@]1(O)C[C@H](OC)[C@H]2C[C@@H]4[C@@H]1C2O (some centres not stated)
  A: · | B: · | C: -1.2% | D: · | E: i | F: 1.0

> COC(=O)C1=C(c2c(C)noc2C)C[C@@H]2CC[C@H]1N2C(=O)NCc1ccco1
  A: · | B: · | C: 2.8% | D: · | E: i | F: 0.3

The results go on.
Assay codes: A = Hep lipid drop; B = Hep lipid drop cells 6.5 µM; C = UTI89 phage lysis; D = M1AAP inhibition; E = Myeloid diff MLP; F = Myeloid diff MLP GFP+ MAC1+ %
> Cc1cc(O)c2c3c(c(=O)oc2c1)CCC(C)C3 (configuration not stated)
  A: 18 | B: 823 | C: 0.4% | D: · | E: i | F: 0.5

> C=CCn1c(O)c(Cc2ccc(OCC)cc2)c(=O)[nH]c1=O
  A: -25 | B: 773 | C: 2.1%[50 µM] | D: · | E: i | F: 0.4

> COc1ccc(-n2c(/C=C/c3cccc(F)c3)nc3ccccc3c2=O)c(OC)c1
  A: 1 | B: 793 | C: 1.2%[50 µM] | D: · | E: i | F: 0.6

> Cc1ccc(/C=C2/Sc3ccc(C(=O)N4CCC5(CC4)OCCO5)cc3NC2=O)cc1
  A: 22 | B: 772 | C: -0.2% | D: · | E: i | F: 5.5

> O=C1NC(=S)NC(=O)C1=Cc1ccc(Br)s1
  A: 2 | B: 818 | C: -0.6% | D: · | E: i | F: 0.4

> COc1ccccc1CCNC(=O)CCC(=O)N1CC2C[C@@H](C1)Cn1c2cccc1=O
  A: -3 | B: 786 | C: 3.9% | D: · | E: i | F: 3.2

> Cn1c(O)c(/C=C2\C=c3ccccc3=NC2=O)c(=O)n(C)c1=O
  A: 20 | B: 804 | C: 1.2%[50 µM] | D: · | E: i | F: 0.4

> N#CC(C#N)=C(C#N)c1ccc(Nc2ccccc2)cc1
  A: -12 | B: 757 | C: 0.6% | D: · | E: i | F: 0.3

> O=C(COc1ccc2c3c(c(=O)oc2c1)CCC3)N1C[C@H]2C[C@@H](C1)c1cccc(=O)n1C2
  A: 2 | B: 771 | C: 2.6% | D: · | E: i | F: 2.8

> O=C(N/N=C/c1c(O)n(C2CCCCC2)c(=S)[nH]c1=O)c1ccccc1O
  A: -2 | B: 665 | C: 0.7% | D: · | E: i | F: 2.9

> COc1ccc(NC(=O)c2cn(CCC#N)nc2-c2cccc(Br)c2)cc1
  A: -1 | B: 803 | C: 0.0% | D: · | E: i | F: 0.5

> CN(C)C1(CNC(=O)Cc2ccccc2F)CCCCC1
  A: -3 | B: 816 | C: 0.0% | D: · | E: i | F: 0.8

> C[C@H](NC(=O)N1C[C@H]2C[C@@H](C1)c1cccc(=O)n1C2)C(=O)Nc1ccccc1F
  A: 6 | B: 815 | C: 0.6% | D: · | E: i | F: 4.4

> O=C(O)c1ccc(-n2c(O)c(/C=C3\C=Nc4ccccc43)c(=O)[nH]c2=O)cc1
  A: -2 | B: 797 | C: 0.0% | D: · | E: i | F: 0.9

> CC1CCC(NC(=O)CNC(=S)N2CC3CC(C2)c2cccc(=O)n2C3)CC1 (configuration not stated)
  A: -2 | B: 715 | C: 1.4% | D: · | E: i | F: 3.8

> CC1CCCCC1NC(=O)CNC(=S)N1CC2CC(C1)c1cccc(=O)n1C2 (configuration not stated)
  A: 0 | B: 722 | C: 1.0% | D: · | E: i | F: 3.8

> Cc1nc2ccccc2c(=O)n1-c1cc([N+](=O)[O-])cc([N+](=O)[O-])c1
  A: -5 | B: 778 | C: 0.1% | D: · | E: i | F: 0.8

> OC(CN1CCCCC1)c1c[nH]c2ccccc12 (configuration not stated)
  A: -1 | B: 825 | C: 0.3% | D: · | E: i | F: 0.7

> CCn1cc(C=C2C(=O)NC(=O)NC2=O)c2ccccc21
  A: 5 | B: 842 | C: -0.1% | D: · | E: i | F: 1.5

> Clc1ccc(NC2=NCCCS2)cc1Cl
  A: -2 | B: 778 | C: 0.0% | D: · | E: i | F: 2.2

> COc1ccc(-n2c(CNCCc3ccc(C)cc3)nc3ccccc3c2=O)cc1
  A: -1 | B: 808 | C: 0.2% | D: · | E: i | F: 0.9

> COc1cccc(NC(=O)[C@@H](NC(=O)N2C[C@H]3C[C@@H](C2)c2cccc(=O)n2C3)C(C)C)c1
  A: 0 | B: 807 | C: 0.4% | D: · | E: i | F: 1.5

> CC/C(=N\NC(=O)c1ccccc1O)c1c(O)n(C2CCCCC2)c(=O)[nH]c1=O
  A: -4 | B: 676 | C: 0.3% | D: · | E: i | F: 1.2

> COc1ccc(-c2nn(CCC#N)cc2C(=O)Nc2ccccc2Cl)cc1
  A: 17 | B: 874 | C: i | D: · | E: i | F: 0.3

> Clc1ccc2[nH]c3c(c2c1)CCNC3
  A: -4 | B: 825 | C: 1.4% | D: · | E: i | F: 1.0

> COc1ccc(N=Cc2c(O)n(C)c(=O)[nH]c2=O)cc1
  A: 2 | B: 815 | C: 0.4% | D: · | E: i | F: 0.4

> O=C(CCc1nnc2ccc(NCc3ccccc3Cl)nn12)N1CCC2(CC1)OCCO2
  A: 0 | B: 719 | C: 0.4% | D: · | E: i | F: 7.2

> CN1C(C(=O)N2CCC3(CC2)OCCO3)=CC(c2ccc(F)cc2)=NS1(=O)=O
  A: -2 | B: 771 | C: 0.1% | D: · | E: i | F: 3.6

> COc1ccc(C(=O)C2CCCN(Cc3ccc(F)cc3F)C2)cc1F (configuration not stated)
  A: -4 | B: 853 | C: -0.2% | D: · | E: i | F: 0.1

> Cn1cc(C=C2C(=O)NC(=O)NC2=O)c2ccccc21
  A: 3 | B: 802 | C: 0.3% | D: · | E: i | F: 0.5

> O=S(=O)(NC1CCCC1)OCC(Cl)(Cl)Cl
  A: -2 | B: 757 | C: 0.0% | D: · | E: i | F: 0.6

> Cc1ccc(N=Cc2c(O)n(C)c(=O)n(C)c2=O)cc1
  A: 11 | B: 836 | C: i | D: · | E: i | F: 0.9

> CN(C)CC1CCCCC1OC(=O)Cc1ccc(Cl)c([N+](=O)[O-])c1 (configuration not stated)
  A: -4 | B: 730 | C: 0.2% | D: · | E: i | F: 0.6

> O=Cc1c(C(=O)O)n(Cc2ccccc2F)c2ccccc12
  A: -10 | B: 616 | C: -0.2% | D: · | E: i | F: 0.6

> CC(=O)N1N=C2C3CCN(CC3)C2C1c1ccc(Br)cc1 (configuration not stated)
  A: 2 | B: 660 | C: 0.1% | D: · | E: i | F: 0.2

> CN(C)CCN(CC1CCCN(Cc2ccccc2F)C1)C(=O)Cc1ccccc1F (configuration not stated)
  A: -8 | B: 775 | C: 0.0% | D: · | E: i | F: 0.6

> Cc1c(Br)c(=O)oc2cc(OCC(=O)N3C[C@H]4C[C@@H](C3)c3cccc(=O)n3C4)ccc12
  A: -11 | B: 833 | C: 2.0% | D: · | E: i | F: 3.1

> CN(C)c1ccc(C2C3C=CC(C3)C2(C#N)C(=O)O)c(Br)c1 (configuration not stated)
  A: -1 | B: 797 | C: 0.6% | D: · | E: i | F: 0.8

> Cc1c(C(=O)Nc2ccccc2)c2cc(O)ccc2n1Cc1ccccc1
  A: 3 | B: 870 | C: -1.7% | D: · | E: i | F: 0.4

> Cc1cc(OCC(=O)N2C[C@H]3C[C@@H](C2)c2cccc(=O)n2C3)c2c(C)cc(=O)oc2c1
  A: -2 | B: 790 | C: 6.9% | D: · | E: i | F: 2.2

> C[C@]12CCC3C(CCC4=CC(O)CC[C@@]43/C=N/O)C1(O)CCC2C1=CC(=O)OC1 (some centres not stated)
  A: -2 | B: 697 | C: 0.4% | D: · | E: i | F: 0.3
